High-throughput results as filed in PubChem.
GALK inh = galactokinase (human) inhibition; AID 1868; Potency, µM (titrated, usually from 57.5 µM), for the others: at the top dose activity change, negative = inhibition, hits mostly inhibitors; P51570; Purified GALK, Kinase-Glo residual ATP luminescence; 0.007% of 270,000 active; note: potency is the fitted concentration of half-maximal effect; % is set by controls: 0 for no effect and ±100 for the full control effect
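Compounds were pin-transferred into ATP buffer (35 uM final), then GALK plus galactose (5 nM, 100 uM final) was added. After 1 h at room temperature, Kinase-Glo Plus was added and luminescence read after 10 min.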
Tb PFK inh = inhibitors of T. brucei phosphofructokinase; O15648; T. brucei PFK, ADP-Glo luminescence; Potency, µM (series often up to 57.5 µM), without a hit: at the top dose activity, negative = inhibition, most hits filed as inhibitors; 0.17% of 330,000 active; AID 485367;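 note: potency is the fitted concentration of half-maximal effect; 0% = uninhibited 1x PFK enzyme wells and -100% = no-enzyme wells; nearly all actives have a fitted effect of over 60% in size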
Target sequence (O15648 whole entry, looked up): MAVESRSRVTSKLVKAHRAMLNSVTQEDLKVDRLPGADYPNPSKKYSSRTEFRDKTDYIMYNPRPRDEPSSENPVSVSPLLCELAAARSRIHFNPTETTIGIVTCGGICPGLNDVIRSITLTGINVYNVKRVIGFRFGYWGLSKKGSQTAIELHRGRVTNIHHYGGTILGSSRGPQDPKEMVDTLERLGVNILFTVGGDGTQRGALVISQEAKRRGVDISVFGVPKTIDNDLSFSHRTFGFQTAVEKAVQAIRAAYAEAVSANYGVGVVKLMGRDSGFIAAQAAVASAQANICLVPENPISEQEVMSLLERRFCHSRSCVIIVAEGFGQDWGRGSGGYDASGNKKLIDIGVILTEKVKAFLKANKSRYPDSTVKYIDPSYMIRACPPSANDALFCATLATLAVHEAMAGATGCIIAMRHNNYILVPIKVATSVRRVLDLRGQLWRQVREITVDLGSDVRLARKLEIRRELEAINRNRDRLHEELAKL
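In TEA buffer at pH 8.0 with 5 mM MgCl2, enzyme (1.25 nM) converted F6P (0.5 mM) and ATP (0.1 mM) for 45 min at room temperature. ADP product was read by luciferase luminescence.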
B2AR arrestin = recruits beta-arrestin to the human beta2-adrenergic receptor; P07550; beta-arrestin recruitment to beta2AR, cell-based reporter; Potency, µM (top dose mostly 46.1 µM), for inactives: top-dose activation, hits mostly activators; 0.02% of 330,000 active; AID 492947;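 note: potency is the fitted concentration of half-maximal effect; 0% = DMSO controls and full agonism = EC100 isoproterenol or metaproterenol; nearly all actives have a fitted effect of over 65% in size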
a7 integrin act = integrin-mediated muscular dystrophy alleviation activation | alpha7betagal myoblasts, beta-gal FDG fluorescence, 48 h | Potency, µM (doses to about 38.3 µM), without a hit: at the top dose activation, actives largely listed as activators | 0.064% of 350,000 active | AID 624291;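 note: potency is the fitted concentration of half-maximal effect; 100% = response of the positive control SU9516; nearly all actives have a fitted effect of over 60% in size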
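alpha7betagal+/- myoblasts (passage 13, 250/well) treated 48 h at 37C with compounds at 1:260 dilution of DMSO stock. Lysed, then beta-galactosidase activity read as FDG fluorescence (ex 480/em 540) after 30 min, with pre-read for autofluorescence.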
TSG101-PTAP inh = blocks PTAP/TSG101 interaction to inhibit HIV-1 budding. Q99816. Fluorescence polarization, FITC-PTAP peptide / Tsg101 binding. Potency, µM (series often up to 115 µM), for inactives: top-dose activity change, negative = inhibition, hits mostly inhibitors. 340,000 tested, under 10 active; active = well fitted inhibition curve with a large enough effect in the main read-out, with a control signal flat, not every such curve was filed as active; inconclusive = small, poorly fitted or top-dose-only effect, or effect the other way, or a change in a side signal; inactive = no such curve, though single readings can be large or run the other way; note: potency is the fitted concentration of half-maximal effect; % of control where 0% means no effect
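Fluorescence polarization binding of Tsg101 binding domain (10 uM final) to FITC-labeled PTAP peptide (50 nM final) in HEPES pH 7.5 buffer with NaCl, Tween 20, EDTA, TCEP. Compounds added before peptide; binding 20 min at RT.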
Giardia kill = kills Giardia lamblia; activity change, % at 7.66 µM, hits read low; Giardia lamblia trophozoite viability; 0.15% of 340,000 active; AID 540267; in the data active = activity change below about -80%; inconclusive = between about -30% and that limit;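 note: parasites exposed to compound for two days anaerobically before the ATP read; % is set by controls: 0 for no effect and ±100 for the full control effect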
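Trophozoite viability was measured as ATP-dependent luminescence, read 15-30 min after reagent addition. Before that, parasites at 100 cells/well were exposed to compounds for 48 h, anaerobically, at 37 deg C.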
ASM inhibitor = human S-ASM enzyme inhibition; 0.006% of 340,000 active; placental ASM, HMU-PC fluorogenic substrate, 60 min; Potency, µM (series often up to 57.5 µM), inactives show top-dose activity change, negative = inhibition, hits mostly inhibitors; P17405; note: potency is the fitted concentration of half-maximal effect
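Steps: dispense placental human ASM, pin compound, wait 10 min at room temperature, add HMU-PC0 substrate at 9 uM final, incubate 60 min at 37 °C, add stop solution raising pH to 10, read fluorescence.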
Chronic BCR inh = blocks chronic active B-cell receptor signaling; ABC-DLBCL IkBa-CBG/CBR reporter, luminescence ratio, 4 h; Potency, µM (series often up to 46.1 µM), without a hit: top-dose ratio change, negative = lower green/red ratio, usual class: inhibitors; 0.05% of 340,000 active; active = well fitted inhibition curve with a large enough effect in the signal ratio, with a control signal flat, not every such curve was filed as active; inconclusive = small, poorly fitted or top-dose-only effect, or effect the other way, or a change in a side signal; the % refers to the signal ratio;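 note: potency is the fitted concentration of half-maximal effect; plate controls were basal doxycycline-induced cells for no effect and cells given 10 µM MG132 for full effect; MG132 reads +100%, hits lower the ratio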
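Cell line TMD8 (human ABC DLBCL), stably expressing tet-inducible CBG68-IkBa fusion and CBR; IMDM/0.5% FBS; cpd up to 46 uM; dox induction, 4 h, 37C/5% CO2; dual luminescence; green/red ratio; MG132 control.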
Menin MLL FP TR = menin-MLL binding inhibition, Texas Red mutant peptide; O00255; Menin + Texas Red MLL mutant peptide, fluorescence polarization; Potency, µM (top dose mostly 61.6 µM), inactives show at the highest dose FP activity change, negative = inhibition, usual class: inhibitors; 0.23% of 270,000 active; active = well fitted inhibition curve with a large enough effect in the polarisation, with a control signal flat, not every such curve was filed as active; inconclusive = small, poorly fitted or top-dose-only effect, or effect the other way, or a change in a side signal; inactive = no such curve, though single readings can be large or run the other way; the % refers to the polarisation; note: potency is the fitted concentration of half-maximal effect; % of control where 0% means no effect; many of its hits are not listed in these tables
Target sequence (O00255 whole entry, looked up): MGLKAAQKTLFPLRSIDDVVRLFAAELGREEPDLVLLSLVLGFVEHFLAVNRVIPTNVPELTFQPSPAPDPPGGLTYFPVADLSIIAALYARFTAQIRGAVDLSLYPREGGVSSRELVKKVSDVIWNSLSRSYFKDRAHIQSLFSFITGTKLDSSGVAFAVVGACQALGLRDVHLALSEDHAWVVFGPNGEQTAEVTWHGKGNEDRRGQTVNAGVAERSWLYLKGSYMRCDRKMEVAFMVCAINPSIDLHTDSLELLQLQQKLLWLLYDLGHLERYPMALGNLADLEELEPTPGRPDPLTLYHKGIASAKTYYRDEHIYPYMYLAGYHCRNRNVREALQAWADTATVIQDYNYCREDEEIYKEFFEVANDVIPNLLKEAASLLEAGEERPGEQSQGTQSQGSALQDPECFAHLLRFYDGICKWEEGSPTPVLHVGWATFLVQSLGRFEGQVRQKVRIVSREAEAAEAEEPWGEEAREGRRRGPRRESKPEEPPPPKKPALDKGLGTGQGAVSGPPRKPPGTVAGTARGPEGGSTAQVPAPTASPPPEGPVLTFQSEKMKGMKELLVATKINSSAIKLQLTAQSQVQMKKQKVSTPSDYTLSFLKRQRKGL
Coupling enz = inhibits coupling enzyme system, counter-screen for aldolase hits | coupling enzyme system counterscreen, AmpLite Red fluorescence | activity change, negative = inhibition, % at 58.2 µM, hits read low | 0.67% of 290,000 active | AID 2472; in the data active = activity change below about -30%; note: % is set by controls: 0 for no effect and ±100 for the full control effect
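Final compound at 57.5 uM, incubated 10 min at RT with coupling enzyme reagent (glyceraldehyde-3-phosphate), then 20 min with substrate and AmpLite Red detection. Fluorescence read at 525/598 nm; tests interference with the coupling assay, not aldolase inhibition.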
PKM2 activator = increases activity of human pyruvate kinase M2; purified PKM2, Kinase-Glo ATP luminescence, activation; response scale: 0% is enzyme alone, no compound; P14618; 0.34% of 260,000 active; Potency, µM (series often up to 57.5 µM), for the others: at the highest dose activation, most hits filed as activators; AID 1631; note: potency is the fitted concentration of half-maximal effect; % is set by controls: 0 for no effect and ±100 for the full control effect; nearly all actives have a fitted effect of over 55% in size
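Purified hPK-M2 (>95% pure) converted ADP (0.1 mM final) to ATP with 0.5 mM PEP in 50 mM imidazole pH7.2, KCl, MgCl2, Tween 20, BSA; 1 h at room temperature. ATP detected by Kinase-Glo luminescence.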
The depositor's hits bear a star; i = inactive; u = inconclusive; x = no result given; & = joins results of further samples; [ ] = another dose, or the depositor's remark. Unless noted, calls come from the whole dose curve; as a rule, active = well fitted curve in the direction sought with a large enough effect; inconclusive = small, poorly fitted or top-dose-only effect, or another doubt; inactive = no such curve, though single readings can be large; an effect the other way counts as inactive or inconclusive. This is a subset; rates above refer to the full screens.

cpd	SMILES	GALK inh	Tb PFK inh	B2AR arrestin	a7 integrin act	TSG101-PTAP inh	Giardia kill	ASM inhibitor	Chronic BCR inh	Menin MLL FP TR	Coupling enz	PKM2 activator
1	COc1ccc(N=c2cc(-c3ccc(O)cc3)oc3ccccc23)cc1	-3%	1%	4.3%	-48%[inhibitor]	1%	6	-6%	6%	6%	0	0%
2	CCCC[C@@H]1CCCO[C@@](C(=O)NCc2ccccn2)(C(F)(F)F)C1	x	x	x	-16%	-5%	7&-4	4%	x	-12%	0	x
3	O=C(CSc1oc(-c2ccco2)nc1S(=O)(=O)c1ccc(F)cc1)NCC1CCCO1 (stereo not drawn)	0%	5%	6.2%	2%	-3%	14	4%	5%	-9%	2	-4%
4	CC1(C)C(=O)Nc2ccccc2N1C(=O)COc1ccc(C#N)cc1	x	0%	0.1%	0%	0%	-19	-2%	2%	x	x	x
5	COCCN(C(=O)COC(=O)CNC(=O)c1cccs1)c1c(N)n(Cc2ccccc2)c(=O)[nH]c1=O	x	3%	0.1%	12%	-1%	-2	7%	2%	x	x	x
6	CCN(C(=O)CN1C(=O)/C(=C/c2ccccc2)SC1=S)C1CCS(=O)(=O)C1 (stereo not drawn)	0%	2%	0.1%	12%	1%	9	-17%	-7%	-8%	1	x
7	Cn1c(=O)c(C(=O)COC(=O)c2cc(-c3ccco3)nc3ccccc23)c(N)n(CC2CC2)c1=O	x	-8%	-0.9%	x	x	x	x	4%	u	0&-3	u
8	C/C(N)=C(/C#N)C(=O)CSc1nncn1-c1ccccc1	-2%	-1%	0.1%	-6%	-1%	-9	2%	-2%	-6%	-1	0%
9	CCc1cc(Cn2nc(-c3ccccc3)cc2C(=O)NCCOC)on1	x	-2%	-0.4%	-3%	1%	-10	0%	u	x	x	x
10	Cc1cc(S(=O)(=O)c2cc3ccc(O)c(C)c3oc2=O)ccc1F	-3%	-1%	0.3%	5%	-20%	-4	i	-2%	32%[activator]	11	x
11	O=C(NNc1nc2c(F)cc(F)cc2s1)c1ccccc1	-1%	-9%	0.5%	8%	1%	-16	1%	u	7%	0	4%
12	NC(N)=Nc1nc2ccc([N+](=O)[O-])cc2[nH]1	3%	-2%	-0.7%	6%	-1%	-14	2%	u	34%[activator]	-2	-3%
13	CCCCC1=CC2=C(c3ccco3)C(=O)C(C)(OC(=O)c3ccc(OC)cc3)C(=O)C2=CN1Cc1ccc(OC)cc1 (stereo not drawn)	-1%	2%	4.9%	x	x	x	x	6%	-14%[11.7 µM]	0&-12	u
14	O=C(CSc1nnc(-c2ccco2)o1)NC1CCCCCC1	1%	0%	-0.9%	-7%	-4%	5	-1%	1%	-1%	0	-10%
15	CN(C(=O)CN1C(=O)S/C(=C\c2ccccc2Cl)C1=O)C1CCS(=O)(=O)C1 (stereo not drawn)	-1%	-2%	3.1%	-44%	-4%	0	-2%	-2%	1%	1	-2%
16	Cc1ccc(/C=C(\C#N)C(=O)Nc2c(C)cccc2C)s1	0%	4%	-0.2%	0%	4%	-22	-2%	-25%	-3%	-2	5%
17	CCOC(=O)c1ccc2ncc(-c3ccccc3)nc2c1	0%	0%	-0.2%	20%	-1%	2	4%	13%	27%	1	-1%
18	Cc1nc2cc(NS(=O)(=O)c3ccc(Br)cc3)ccc2n1C	4%	0%	-0.9%	2%	2%	10	0%	-8%	10%	-3	-6%
19	CCC(c1nnc(SCC(=O)NC23CC4CC(CC(C4)C2)C3)o1)N(C)C (stereo not drawn)	0%	-4%	-0.2%	9%	1%	-9	-2%	3%	1%	4	-2%
20	CN(C(=O)c1ccccc1C(=O)OCC(=O)Nc1ccc(S(N)(=O)=O)cc1)c1ccccc1	x	-6%	-0.2%	u	-3%	-3	1%	0%	x	x	x
21	C=CCc1ccccc1OCC(=O)NNC(=S)NCc1ccccc1	0%	2%	0.3%	u	-7%	-2	0%	u	x	x	x
22	CCOc1ccccc1NC(=O)C(OC(=O)c1ccc(N(C)C)cc1)c1ccccc1 (stereo not drawn)	-3%	6%	-0.7%	3%	1%	13	-1%	0%	0%	0	-3%
23	CCC1CCCCN1C(=O)c1c[nH]c2ccc(S(=O)(=O)N(C)c3ccc(Cl)cc3)cc2c1=O (stereo not drawn)	-3%	2%	-0.2%	-7%	-13%	19	22%	u	4%	12	-2%
24	O=C(c1c(F)cccc1F)N1CCN=C1SCc1ccccc1	1%	0%	-2.2%	5%	5%	u	-2%	0%	x	0	2%
25	CCc1nc(C)cc2c1sc1ccccc12	6%	-4%	0.4%	3%	-3%	1	-3%	0%	x	3	-6%
26	CC(=O)Nc1ccc(NC(=O)CSc2ccc3nnc(-c4cccnc4)n3n2)cc1	-3%	-23%	-0.5%	u	-5%	4	3%	-1%	x	x	-8%
27	CC(NC(=O)C1CCC(CNS(=O)(=O)c2ccccc2)CC1)c1ccccc1 (stereo not drawn)	-3%	1%	-0.4%	-14%	0%	-9	4%	1%	-25%	-2	x
28	Cc1cc(C)c2nc(Cl)c(Cl)nc2c1	0%	-1%	4.4%	22%	0%	9	-2%	7%	x	3	-3%
29	CC(=O)N1CCN=C1SCc1cccc(C(F)(F)F)c1	3%	-8%	-0.1%	-9%	-7%	14	-1%	u	2%	1	-1%
30	O/N=C1/CCSc2ccccc21	3%	-2%	-0.7%	4%	-4%	33[activator]	-1%	-1%	1%	-6	-3%

From compound 6 as far as 13, as listed above:
cpd	SMILES	GALK inh	Tb PFK inh	B2AR arrestin	a7 integrin act	TSG101-PTAP inh	Giardia kill	ASM inhibitor	Chronic BCR inh	Menin MLL FP TR	Coupling enz	PKM2 activator
6	CCN(C(=O)CN1C(=O)/C(=C/c2ccccc2)SC1=S)C1CCS(=O)(=O)C1 (stereo not drawn)	0%	2%	0.1%	12%	1%	9	-17%	-7%	-8%	1	x
7	Cn1c(=O)c(C(=O)COC(=O)c2cc(-c3ccco3)nc3ccccc23)c(N)n(CC2CC2)c1=O	x	-8%	-0.9%	x	x	x	x	4%	u	0&-3	u
8	C/C(N)=C(/C#N)C(=O)CSc1nncn1-c1ccccc1	-2%	-1%	0.1%	-6%	-1%	-9	2%	-2%	-6%	-1	0%
9	CCc1cc(Cn2nc(-c3ccccc3)cc2C(=O)NCCOC)on1	x	-2%	-0.4%	-3%	1%	-10	0%	u	x	x	x
10	Cc1cc(S(=O)(=O)c2cc3ccc(O)c(C)c3oc2=O)ccc1F	-3%	-1%	0.3%	5%	-20%	-4	i	-2%	32%[activator]	11	x
11	O=C(NNc1nc2c(F)cc(F)cc2s1)c1ccccc1	-1%	-9%	0.5%	8%	1%	-16	1%	u	7%	0	4%
12	NC(N)=Nc1nc2ccc([N+](=O)[O-])cc2[nH]1	3%	-2%	-0.7%	6%	-1%	-14	2%	u	34%[activator]	-2	-3%
13	CCCCC1=CC2=C(c3ccco3)C(=O)C(C)(OC(=O)c3ccc(OC)cc3)C(=O)C2=CN1Cc1ccc(OC)cc1 (stereo not drawn)	-1%	2%	4.9%	x	x	x	x	6%	-14%[11.7 µM]	0&-12	u

Continued:
cpd	SMILES	GALK inh	Tb PFK inh	B2AR arrestin	a7 integrin act	TSG101-PTAP inh	Giardia kill	ASM inhibitor	Chronic BCR inh	Menin MLL FP TR	Coupling enz	PKM2 activator
31	CC(=O)COc1ncnc2c(Cl)cc(Cl)cc12	8%	1%	0.3%	-30%	-3%	7	0%	-1%	-13%	-2	-6%
32	N=C1/C(=C/c2ccco2)C(=O)N=C2SC(CC(=O)N3CCCC3)=NN12	7%	-17%	0.4%	12%	-3%	-11	-8%	0%	0%	1	-8%
33	c1cncc(-c2nc(NCCCN3CCOCC3)c3c4c(sc3n2)CCC4)c1	0%	2%	-0.6%	-72%[inhibitor]	-1%	-9	i	-6%	-11%	-6	-1%
34	Cn1cccc1CNC1CCCC1	0%	2%	0.3%	27%	-1%	1	1%	2%	1%	1	-4%
35	O=C(O)CCC(=O)Nc1ccccc1C(=O)NCCc1ccccc1	1%	-1%	-0.3%	15%	1%	-11	5%	2%	7%	0	-4%
36	CCn1c(O)c(C=NC2CCCC(C)C2C)sc1=S (stereo not drawn)	x	9%	3.9%	-26%	0%	0	-17%	u	x	-9	8%
